# DT40 TDP1 CPT: growth inhibition of DT40 Tdp1-/-;hTDP1 cells with camptothecin (screen for TDP1 inhibitors); chicken DT40 Tdp1-/-;hTDP1 cells + 20 nM CPT, ATP luminescence, 48 h; Potency, µM (doses to about 46.2 µM), for the others: at the highest dose activity change, negative = growth inhibition, usual class: inhibitors; 420,000 tested, 12% active; also: nearly all actives have a fitted effect of over 55% in size
#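 Chicken DT40 Tdp1-/- cells stably complemented with human TDP1 were seeded at 400 cells/well in medium containing 20 nM camptothecin, exposed to pin-transferred compounds, and grown at 37 °C for at least 48 hr. Viability was read as ATP luminescence.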
# GCN5L2 inh: inhibitors of human GCN5L2 histone acetyltransferase; Q92830; GCN5L2 HAT assay, ThioGlo1 CoA-SH fluorescence; Potency, µM (highest dose often 58.9 µM), for inactives: at the highest dose activity change, negative = inhibition, hits mostly inhibitors; 390,000 tested, 0.21% active; AID 504327
# Target sequence (Q92830 whole entry, looked up): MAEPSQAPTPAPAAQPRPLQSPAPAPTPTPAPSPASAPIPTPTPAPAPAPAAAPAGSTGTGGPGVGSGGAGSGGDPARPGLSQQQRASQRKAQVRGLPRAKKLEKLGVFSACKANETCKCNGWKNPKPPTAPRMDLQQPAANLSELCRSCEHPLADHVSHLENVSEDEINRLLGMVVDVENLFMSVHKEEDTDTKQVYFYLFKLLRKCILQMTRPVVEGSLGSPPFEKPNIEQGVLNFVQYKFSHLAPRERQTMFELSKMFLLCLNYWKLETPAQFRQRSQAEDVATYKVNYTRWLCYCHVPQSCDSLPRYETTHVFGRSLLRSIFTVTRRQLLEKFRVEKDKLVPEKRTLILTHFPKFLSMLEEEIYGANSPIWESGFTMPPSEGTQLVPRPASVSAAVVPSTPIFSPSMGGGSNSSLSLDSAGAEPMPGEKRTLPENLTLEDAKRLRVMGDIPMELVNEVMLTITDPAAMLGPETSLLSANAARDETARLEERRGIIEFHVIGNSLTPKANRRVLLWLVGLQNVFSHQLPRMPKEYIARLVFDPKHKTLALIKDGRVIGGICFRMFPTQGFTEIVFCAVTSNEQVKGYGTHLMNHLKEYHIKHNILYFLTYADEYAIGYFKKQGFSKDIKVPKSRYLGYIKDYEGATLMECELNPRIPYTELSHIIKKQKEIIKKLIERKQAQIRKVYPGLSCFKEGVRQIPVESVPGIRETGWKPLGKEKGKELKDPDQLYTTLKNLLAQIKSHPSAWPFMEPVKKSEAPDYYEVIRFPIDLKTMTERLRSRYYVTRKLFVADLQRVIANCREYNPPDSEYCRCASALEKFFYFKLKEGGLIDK
#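 Fluorescence readout, Ex340nm/Em540nm: ThioGlo1 (50uM final) reacts with free CoA thiol released as 20nM GCN5L2 acetylates H3(1-25) peptide (75uM) using acetyl-CoA (70uM). Compound and enzyme sat 15 min beforehand; 20 min room-temperature reaction.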
# DT40 TDP1 no CPT: qHTS for Inhibitors of human tyrosyl-DNA phosphodiesterase 1 (TDP1): qHTS in cells in absence of CPT | Potency, µM (series often up to 46.2 µM), inactives show top-dose activity change, negative = growth inhibition, hits mostly inhibitors | 420,000 tested, 15% active | DT40 Tdp1-/- hTDP1 cells, no CPT, ATP luminescence, 48 h; also: nearly all actives have a fitted effect of over 55% in size
#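 DT40 Tdp1-/-;hTDP1 cells, no CPT (DMSO vehicle only), 400 cells/well; compounds pin-transferred; ≥48 hr, 37 °C; CellTiter-Glo 30 min RT dark, luminescence read.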
# Starred values were filed as active, the others as inactive; ? = inconclusive; / = not tested or not shown; & = joins results of further samples; [ ] = dose if it differs, or a comment. Calls follow the shape of the dose curve; as a rule, active = well fitted curve in the direction sought with a large enough effect; inconclusive = small, poorly fitted or top-dose-only effect, or another doubt; inactive = no such curve, though single readings can be large; an effect the other way counts as inactive or inconclusive. % is scaled to controls: 0 for no effect and ±100 for the full control effect; potency is read from the fitted curve at half-maximal effect.
SMILES,DT40 TDP1 CPT,GCN5L2 inh,DT40 TDP1 no CPT
CCC1CCCCN1CCNC(=O)c1[nH]c(C)c(C(C)=O)c1C (centres undefined),1%,0%,2%
CCOc1ccc(S(=O)(=O)N(C)CC(=O)NCc2ccccn2)cc1,-7%,-1%,3%
COc1ccc2cc(C(=O)NCC3CCCO3)[nH]c2c1 (centres undefined),-1%,-2%,1%
O=S(=O)(c1ccc(Cl)cc1)c1nnn2c1nc(NC1CCCCC1)c1sccc12,?,-19%,?
Cn1c(=O)c2c(ncn2CC(=O)OCC(=O)Nc2cc(Cl)ccc2C#N)n(C)c1=O,2%,-3%,5%
CN1CCN(S(=O)(=O)c2cccc(C(=O)NCCOc3ccccc3)c2)CC1,0%,2%,5%
COc1ccc(CCNC(=O)c2c(O)nc3c(C)cccn3c2=O)cc1OC,23µM*,0%,?
Cc1cc(F)ccc1C(O)c1ncc(-c2ccc(Cl)cc2)[nH]1 (centres undefined),1%,/,?
c1ccc(-c2nc(N3CCCC3)nc3ccccc23)cc1,-30%,-10%,?
CC(C)(C)NC(=O)C1CCC(CNS(=O)(=O)c2cccc3nsnc23)CC1 (centres undefined),-26%,1%,-12%
O=C(NCCCO)NC(=S)c1cccc2ccccc12,8%,20%,-4%
CC1(C(=O)NCc2ccccc2Br)CCN1C(=O)C1(c2ccc(Cl)cc2)CC1 (centres undefined),?,/,?
COc1cc(/C=N/N2C(C)CCCC2C)cc(OC)c1O (centres undefined),2%,4%,-22%
COc1ccc(CNC(=O)/C=C/c2ccc(OCCCF)cc2)cc1,-27%,0%,?
CCc1ccc(C(=O)NNc2ccc(F)cc2F)cc1,-30%,1%,-7%
COc1ccccc1C1CN(CC(=O)N[C@H]2CCCCNC2=O)Cc2ccccc2O1 (some centres undefined),4%[9.04 µM],/,?
O=C(NC1CCCCC1)C(c1ccc2ncccc2c1)N(Cc1ccco1)C(=O)c1ccc2c(c1)OCCO2 (centres undefined),?,-23%,?
COc1ccc(C(=O)Nc2c(N)nc(SCC(=O)NCC3CCCO3)[nH]c2=O)cc1 (centres undefined),11%,-28%,8%
CC1CN(C(=O)CN2C(=O)NC3(CCCC3)C2=O)C(=Nc2cccc(S(=O)(=O)N(C)C)c2)S1 (centres undefined),-1%,3%,-2%
Cc1onc(-c2ccccc2)c1-c1nnc(COC(=O)c2ccc(F)cc2)o1,4%,/,-20%
COC(=O)c1ccc2nc(-c3ccc4c(c3)OCO4)cn2c1,-11%,-2%,-14%
COc1ccc(CN2CCN(C(C)C(=O)NC(C)c3ccc(F)cc3)CC2)cc1F (centres undefined),-28%,-4%,?
CC(C)c1ccc(CN2CCC(Oc3ccc(C(=O)N4CCCC4)cc3)CC2)cc1,?,-21%,?
CCOc1ccc(C(=O)NCC(=O)N2CCN(c3ccccc3O)CC2)cc1,-12%,-3%,-9%
C=CCn1c(SCC(=O)Nc2c(C)n(C)n(-c3ccccc3)c2=O)nnc1-c1ccncc1,-11%,/,-3%
Cc1ccc(NC(=O)Cn2c(=O)ccc3cc(S(=O)(=O)N4CCC(C)CC4)ccc32)cc1Cl,12µM*,16%,6.5µM*
COc1ccccc1CNc1nc2nc(C)c(Cl)c(C)n2n1,-21%,-5%,?
COc1ccccc1-c1ccnc(-n2ncc(C(=O)NCc3ccncc3)c2C)n1,-9%[9.04 µM],/,-27%
O=C(c1ccc2nc[nH]c2c1)N1CCN(c2cccc(C(F)(F)F)c2)CC1,?,0%,16µM*
COc1cccc(CNC(=O)c2c(OC)cc(=O)n3c2CCN(C(=O)C2CC24CCCCC4)CC3)c1 (centres undefined),0%,/,-15%
COc1ccc(Cl)cc1NC(=O)CN(C)C(=O)Cn1cnnn1,-5%,1%,0%
CCCC(=O)Nc1c(-c2ccccc2OC)c(=O)c2ccccc2n1C,-11%,-5%,-21%
C[C@@H](C(=O)O)[C@H]1C[C@]1(C)[C@H](NC(=O)OCc1ccccc1)c1ccccc1,-14%,-6%,-4%
CCN1CCC(=NNC(=O)c2ccc(C)c([N+](=O)[O-])c2)CC1,-14%,1%,-6%
C[C@H](NC(=O)c1ccccc1)C(=O)Nc1nc(-c2ccccn2)cs1,26µM*,-9%,?
COc1cc(/C=N\Nc2nc3ccccc3[nH]2)cc(OC)c1OC,21µM*,-2%,12µM*

# 12 structures already listed, ordered by molecular weight, largest number first.
SMILES,DT40 TDP1 CPT,GCN5L2 inh,DT40 TDP1 no CPT
Cc1ccc(NC(=O)Cn2c(=O)ccc3cc(S(=O)(=O)N4CCC(C)CC4)ccc32)cc1Cl,12µM*,16%,6.5µM*
COc1ccc(CN2CCN(C(C)C(=O)NC(C)c3ccc(F)cc3)CC2)cc1F (centres undefined),-28%,-4%,?
CC(C)c1ccc(CN2CCC(Oc3ccc(C(=O)N4CCCC4)cc3)CC2)cc1,?,-21%,?
COc1ccccc1-c1ccnc(-n2ncc(C(=O)NCc3ccncc3)c2C)n1,-9%[9.04 µM],/,-27%
CCOc1ccc(C(=O)NCC(=O)N2CCN(c3ccccc3O)CC2)cc1,-12%,-3%,-9%
C[C@@H](C(=O)O)[C@H]1C[C@]1(C)[C@H](NC(=O)OCc1ccccc1)c1ccccc1,-14%,-6%,-4%
C[C@H](NC(=O)c1ccccc1)C(=O)Nc1nc(-c2ccccn2)cs1,26µM*,-9%,?
CCCC(=O)Nc1c(-c2ccccc2OC)c(=O)c2ccccc2n1C,-11%,-5%,-21%
COc1ccc(Cl)cc1NC(=O)CN(C)C(=O)Cn1cnnn1,-5%,1%,0%
COc1cc(/C=N\Nc2nc3ccccc3[nH]2)cc(OC)c1OC,21µM*,-2%,12µM*
COc1ccccc1CNc1nc2nc(C)c(Cl)c(C)n2n1,-21%,-5%,?
CCN1CCC(=NNC(=O)c2ccc(C)c([N+](=O)[O-])c2)CC1,-14%,1%,-6%

# (listing goes on)
SMILES,DT40 TDP1 CPT,GCN5L2 inh,DT40 TDP1 no CPT
CCOC(=O)C1C2C=CC(CC2)N1c1ccccc1 (centres undefined),-4%,/,-4%
Cn1cnc([N+](=O)[O-])c1S(=O)(=O)Oc1ccccc1,0.65µM*,/,1µM*
N#CCc1nc2c3c4c(sc3ncn2n1)CCCC4,-4%,-7%,-21%
CC1(C)CC2CC(C)(CN2Cc2c(O)ccc3ccccc23)C1 (centres undefined),?,-4%,13µM*
Cc1cc(-c2ccccc2)nc2cc(C(=O)NCCCn3ccnc3)nn12,5%,-11%,7%
COc1ccc(C(C)=O)cc1,9%,/,-6%
Cc1ccc(S(=O)(=O)N2CCCCC2CCNC(=O)C(=O)NCc2cccnc2)cc1 (centres undefined),21µM*,-2%,18µM*
CCOC(=O)C1=C(C)N=c2s/c(=C/c3cccc([N+](=O)[O-])c3O)c(=O)n2C1c1ccc(OC)cc1OC (centres undefined),?,-1%,?
COc1ccc(CN(C)C(=O)COC(=O)c2ccc3c(c2)OCO3)cc1OC,-13%,-7%[0.501 µM],-7%
CCCCCC1(C)NC(=S)N(c2ccccc2)N1 (centres undefined),12%,?,-9%
O=C(Nc1nnc(N2CCCCCC2)s1)Nc1cc(F)ccc1F,-24%,0%,?
Fc1cccc(CNc2ncnc3cc(Cl)ccc23)c1F,16µM*,-4%,10µM*
N[C@H](Cc1ccc(Cl)cc1)C(=O)O,3%,/,-5%
CNC(=O)NC(=S)NC(=O)c1ccc(OC)cc1,-3%,-17%,21%
CCOC(=O)C1CCN(c2cc(C)nc3cc(-c4cccc(F)c4)nn23)CC1,?,-17%,?
COc1ccc(C(C[N+](=O)[O-])c2c(-c3ccccc3)cc3ccccn23)cc1OC (centres undefined),7.3µM*,/,15µM*
Cc1nnn(-c2nonc2N)c1C(=O)NNC(=O)c1ccc(Cl)c(Cl)c1,?,0%,?
CC1CCC(NC(=O)CCn2ccc3cc(S(=O)(=O)N4CCCC4)ccc32)CC1 (centres undefined),-22%,-4%,-16%
CC(C)(C)c1csc(NC2=NS(=O)(=O)c3ccccc32)n1,?,2%,-11%
CCN1CCN(CCCNC(=O)C2CCN(c3nnc(-n4c(C)ccc4C)s3)CC2)CC1,-26%,-16%,?
Cc1cccc(S(=O)(=O)N(C)C[C@@H]2OCc3cnnn3CCCC(=O)N([C@H](C)CO)C[C@@H]2C)c1,2%,/,-25%
Cc1cccc(OCC(=O)Nc2nc3c(s2)CC(C(C)(C)C)CC3)c1C (centres undefined),16µM*,-2%,18µM*
COc1ccc(OC)c(CCNC(=O)c2cnn(-c3ccccc3)c2-n2cccc2)c1,23µM*,-10%,1.8µM*
O=C(CN1C(=O)NC(Cc2ccccc2)C1=O)Nc1ccccc1OC(F)F (centres undefined),-6%,-1%,-1%
Cc1cccc(N2CCN(C(=O)C3CCN(c4ncnc5c4nc4n5CCCCC4)CC3)CC2C)c1 (centres undefined),6.5µM*,-1%&-11%,4.6µM*
Cc1ccc(S(=O)(=O)Cc2ccc(C(=O)N3CCN(c4cc(C)ccc4C)CC3)o2)cc1,15µM*,-1%,12µM*
COc1cc(C(=O)NCCC(C)C)c([N+](=O)[O-])cc1OC,-24%,?,-7%
CCN1CCN(C(=S)NC(=O)c2cccs2)CC1,?,1%,?
Cc1cc(C)c(N2C(=O)CCCC2=O)c(Cl)c1,-3%,-6%,-25%
Cc1cccc(NC(=O)CSc2nnc(N)s2)c1,7%,-6%,-16%
O=C1CC[C@H](O)CCN1[C@H](CSc1ccccc1)Cc1ccccc1,?,-6%,?
Oc1ccc(/C=N/N2CCOCC2)c(O)c1O,4.1µM*,3%,4.1µM*
COc1ccc(Cn2cc(C(=O)c3ccc(C)c(C)c3)c(=O)c3ccccc32)cc1,?,-7%,16µM*
O=C(CCC(=O)Nc1ccc(Oc2ccccc2)cc1)NCCO,1%,-3%,-16%
COc1ccc(-c2c(C)n([O-])c3c([n+]2=O)CCCC3)cc1,-18%,?,2%
CCOC(=O)C(=NCC1CCCO1)NNc1ccccc1Cl (centres undefined),6%,-13%,-10%
O=C(CSc1nc2ccsc2c(=O)n1CC1CCC(C(=O)O)CC1)NCCc1ccc(Cl)cc1 (centres undefined),-20%,-1%,11%
COc1cccc(NC(=O)NNC(=O)CN2C(=O)COc3ccccc32)c1,-3%,-2%,?
O=C(CCNC(=O)c1ccco1)Nc1ccc(F)c(Cl)c1,-5%,1%,-15%
C=CCN(C(=O)c1csnn1)C(C(=O)NCc1ccc(F)cc1)c1ccc(F)cc1 (centres undefined),1%,-1%,-28%
COc1ccc(NC(=O)COC(=O)/C=C/c2ccc(OC)c(S(=O)(=O)N3CCOCC3)c2)cc1,?,-5%,?
Cc1ccc(S(=O)(=O)N2CCN(C(=O)COC(=O)c3ccc(C(C)(C)C)cc3)CC2)c(C)c1,?,-4%,?
Cc1cc2nc(-c3ccc[nH]c3=O)n(Cc3ccccc3F)c2cc1C,-17%,-30%,?
COC(=O)N1C(=O)[C@@](c2ccccc2)(C(C)C)N1C(=O)OC,16µM*,-2%,?
Cc1nnsc1C(=O)Nc1ccc(S(=O)(=O)N2CCC(C)CC2)cc1,?,-7%,10µM*
CCOc1ccc(NC(C(=O)Nc2cccc(C(C)=O)c2)c2ccccc2)cc1 (centres undefined),15µM*,-10%,15µM*
COc1ccc(-c2cnc3c(NC=O)cc(-c4ccc(S(C)(=O)=O)cc4)cn23)cc1OC,2.9µM*,/,2.9µM*
CC1Cc2cc(S(=O)(=O)N3CCN(c4ccccc4)CC3)ccc2N1C(=O)C1CC1 (centres undefined),?,-10%,?
CC1CCCN(C(=O)CN(c2ccccc2)S(=O)(=O)c2ccc(F)cc2)C1 (centres undefined),6%,2%,-21%
Clc1ccc2c(NCc3ccccn3)ccnc2c1,?,-15%,-13%
CCn1ncc([C@@H]2C[C@H]3CN(Cc4ccccc4C)C(=O)[C@]34CCCN24)c1C,-29%,0%,-22%
CCn1nnnc1SCC(=O)Nc1cc(C)on1,9%,-5%,4%
Cc1cc(C)n(-c2nc3ccccc3c(=O)n2OCc2ccc(Cl)cc2)n1,?,?,?
Clc1ccccc1CSc1nnc(C2CCNCC2)o1,?,-13%,?
COc1cc2nc(NC(=O)c3ccccc3)[nH]c(=O)c2cc1OC,?,1%,-21%
O=C1NC[C@H](CCCCN2C[C@H](Cc3ccccc3)N(CCC3CCCCC3)C(=O)C2=O)N(CC2CCCCC2)C1=O,?,/,5%
CC(C)CC1N=C2c3ccccc3N=C(SCC(=O)NCCc3ccc(Cl)cc3)N2C1=O (centres undefined),?,-5%,?
Cc1cccc(C(=O)NN(C)c2nc(-c3ccccc3)nnc2C(F)(F)F)c1,21µM*,-4%,2.6µM*

# Bioassay records from PubChem.

# These rows are one share of the data; the hit share may differ from the screen's.
